yeast bub3: NCI yeast anticancer drug screen, S. cerevisiae bub3 mutant strain; % growth inhibition at 50 µM; AID 167, 2004; 78,000 compounds, 9.9% hits;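 note: 0% = growth of vehicle-only cultures of the same strain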
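Growth of a checkpoint-deficient yeast mutant is measured after compound exposure. Values represent inhibition relative to vehicle.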
rad50: NCI yeast anticancer drug screen, S. cerevisiae rad50 strain; % growth inhibition at 50 µM; 79,000 compounds, 10% hits; AID 155, 2004;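 note: 0% = growth of vehicle-only cultures of the same strain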
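Readout: growth inhibition relative to vehicle-treated cultures. Compound exposure was carried out in a genetically defined yeast strain deficient in DNA damage repair.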
yeast mlh1 rad18: NCI yeast anticancer drug screen, S. cerevisiae mlh1 rad18 strain; 79,000 compounds, 11% hits; AID 175, 2004; growth inhibition, % at 50 µM;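 note: 0% = growth of vehicle-only cultures of the same strain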
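Growth inhibition of the yeast strain was measured after compound exposure and expressed relative to vehicle-treated controls. The strain carries defined defects in DNA damage repair.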
cln2 rad14: NCI yeast anticancer drug screen, S. cerevisiae cln2 rad14 strain; % growth inhibition at 50 µM; 78,000 compounds, 8.3% hits;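 note: 0% = growth of vehicle-only cultures of the same strain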
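Relative to vehicle controls, growth inhibition of compound-treated cln2 rad14 yeast was recorded.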
sgs1 mgt1: NCI yeast anticancer drug screen, S. cerevisiae sgs1 mgt1 strain; growth inhibition, % at 50 µM; 78,000 compounds, 10% hits; AID 161, 2004;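 note: 0% = growth of vehicle-only cultures of the same strain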
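Inhibition of yeast growth, normalised to vehicle-treated controls, is reported for a strain bearing genetic alterations in DNA damage repair.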
mec2-1: NCI yeast anticancer drug screen, S. cerevisiae mec2-1 strain; growth inhibition, % at 50 µM; 79,000 compounds, 9% hits;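 note: 0% = growth of vehicle-only cultures of the same strain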
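Growth inhibition is read against vehicle-treated controls after compound exposure of the mec2-1 yeast strain, which is defective in DNA damage repair or cell cycle control.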
Numbers without * were called inactive; . = not tested or not shown; & = joins results of further samples. Cut-off read from the data, not from the text of the source: active = growth inhibition above about 70%; inactive = the rest.

Below each compound: yeast bub3	rad50	yeast mlh1 rad18	cln2 rad14	sgs1 mgt1	mec2-1
CCCCCCCCCCCCCCCCOc1ccccc1CNc1cc(Cl)ccc1Cl
    -31	-40	-25	0	-19	-29
CCOC(=O)c1csc(NC(=O)Nc2ccccc2)n1
    1	1	-22	-36	9	-12
CC(C)/C=C1\CCOC1=O
    -1	36	22	44	40	15
O=C(c1ccccc1)N(C(=O)c1ccccc1)c1cccc[n+]1[O-]
    -10	4	-4	-12	-2	-2
COC(=O)C(C/C=C(\C)c1ccccc1)C(C)=O (centres undefined)
    -23	-13	0	19	-25	-24
CN(C)NC(=O)Nc1ccccc1[N+](=O)[O-]
    2	4	2	-61	-4	-9
CC1=CC(=O)CC(C)(C)C1
    17	1	3	6	-2	6
COc1ccc(-c2cc(N3CCN(c4ccc(Cl)cc4)CC3)c(C#N)c(=O)o2)cc1
    0	27	17	19	15	19
CCOC(=O)/C(O)=C(\C=N\C(=S)Nc1ccc(Cl)c(Cl)c1)C(=O)OCC
    50	44	51	7	39	11
COc1cc(C(c2c(O)c3ccccc3oc2=O)N2CCCC2)cc(OC)c1OC (centres undefined)
    0	-1	3	4	7	5
CSCCCCC(N)C(=O)O (centres undefined)
    12	0	-4	-14	-1	3
Cc1cnc(NCCCNc2ncc(C)c(-c3ccccc3O)n2)nc1-c1ccccc1O
    -6	-2	7	-15	-17	0
CN(C(=O)Nc1ccccc1)c1ccc(O)cc1
    -12	19	13	-12	-16	-9
CCC[CH2][Sn]([CH2]CCC)([NH]c1ncnc2[nH]cnc12)[NH]c1ncnc2[nH]cnc12
    88*	88*	87*	85*	85*	92*
Nc1ccc(S(=O)(=O)Nc2ccccn2)cc1
    -20	-2	-17	-41	-13	9
CCC1(c2ccccc2)SCC(=O)NC1=O (centres undefined)
    18	21	7	11	13	4
CC(=O)N(C)c1ccccc1O
    10	7	-20	-33	-15	-10
O=C(O)C(Br)Cc1cccc([N+](=O)[O-])c1 (centres undefined)
    3	9	18	-6	11	-9
CC[CH2][Sn]([CH2]CC)([O]C(=O)c1cccnc1SC)[O][Sn]([CH2]CC)([CH2]CC)[O]C(=O)c1cccnc1SC
    89*	88*	82*	89*	91*	90*
COC(=O)COSc1ccc(Cl)cc1
    2	15	1	-32	-8	-3
CCOc1cc(C(=O)O)cc(OCC)n1
    9	0	3	-29	9	-9
O=C(O)c1c[nH]c2cc(OCCOc3ccccc3)ccc2c1=O
    4	16	14	9	-7	-2
O=C(CBr)Nc1ccc(Cc2ccc(NC(=O)CBr)cc2)cc1
    98*	97*	97*	97*	98*	99*
CCc1nnnn1-c1ccc(Br)cc1
    40	9	18	10	14	39
CCC(CO)Nc1nc2c(c(=O)n(C)c(=O)n2C)n1CCO (centres undefined)
    -15	-22	-5	8	1	-2
CN(N=O)C(=O)NCCSc1ncnc2nc[nH]c12
    -2	10	-17	-108	-2	13
CCCNC(=S)N/N=C(/C)c1nccc2ccccc12
    15	38	29	18	70*	20
c1ccc(N=NC(N=Nc2ccccc2)=P(c2ccccc2)(c2ccccc2)c2ccccc2)cc1
    47	56	62	65	53	99*
COc1ccc(OC)c(NC(=O)CCCC(=O)C(C#N)c2ccccc2C)c1 (centres undefined)
    0	13	2	11	-3	-5
CCC(C)C1CCC(O)CC1C (centres undefined)
    12	12	3	-16	0	-7
CC(C)=C1CCC(CN2CCOCC2)C1=O (centres undefined)
    -3	25	87*	20	23	16
Cn1cnc(N)c(N=O)c1=O
    -10	0	6	19	10	9
CC(=O)N(C)N=NCCCl
    12	26	4	-29	10	7
CC(C)n1c2c([n+](C)c1/C=C/c1ccccc1)C(=O)c1ccccc1C2=O
    50	.	.	89*	90*	.
Cc1cc(Cl)c(Cl)cc1Cl
    -6	13	2	-4	-6	6
O=S(=O)(OCCOS(=O)(=O)c1ccccc1)c1ccccc1
    -9	32	51	-28	-1	1
C=C(C)C(=O)NC(Cc1cnc[nH]1)C(=O)O (centres undefined)
    15	8	1	1	16	0
CC(=O)Nc1ccc(/C=N\N=C\c2ccc(NC(C)=O)cc2)cc1
    30	2	29	-5	28	14
COC/C=C(\C)CC/C=C(\C)CCC=C(C)C
    -27	-8	3	23	-1	1
CS(=O)(=O)OCC(Br)C(Br)COS(C)(=O)=O (centres undefined)
    -5	3	10	26	8	5
O=C(O)c1ccc2c(c1)C(=O)c1c(c(O)c3ccccc3c1O)C2=O
    12	9	-9	-12	10	6
O=C(CN1CCCCC1)c1ccc(-c2ccc(C(=O)CN3CCCCC3)cc2)cc1
    5	17	20	12	28	18
CNC(C#N)c1ccc(OC)cc1 (centres undefined)
    -10	4	-28	-17	-27	18
CC(C)(C)c1ccnc(N=C2N=C(Nc3cc(C(C)(C)C)ccn3)c3ccccc32)c1
    -2	-1	-16	7	-13	24
C[Si](C)(CCCOC(N)=O)COC(N)=O
    5	-15	-19	-4	-18	-7
CC1CN(C(=S)Nc2ccccc2)CCN1C(=S)Nc1ccccc1 (centres undefined)
    0	-9	-8	-43	6	9
CN(C(=S)Nc1ccccc1)c1nnn(C)n1
    2	-10	-13	-18	-8	-10
CONC(=O)Cc1ccccc1
    -30	-11	-8	-15	1	-8
C/C(=N/NC(=S)N1CCCCCC1)c1cccc(/C(C)=N\NC(=S)N2CCCCCC2)n1
    92*	91*	90*	93*	93*	91*
CC(C)C(=O)c1ccc([N+](=O)[O-])o1
    99*	99*	99*	97*	98*	99*
O=[N+]([O-])c1cc(Cl)ccc1S(=O)(=O)O
    3	4	20	19	9	5
OC(C/C(=N/N=C(/CC(O)(c1ccccc1)c1ccccc1)c1ccccc1)c1ccccc1)(c1ccccc1)c1ccccc1
    1	3	-16	-19	-19	-2
C=C1C(=O)OC2(C)CCC1CC1OC1(C)CC/C=C(\C)CCC2OC(C)=O (centres undefined)
    -3	-4	8	8	17	-7
O=C(O)c1cc(CC2Cc3cc4c(cc3C2=O)CCC4)cc2c1CCC2 (centres undefined)
    -19	-27	-22	6	-22	-30
CN1CN(C(=O)N2CN(C)C(=O)N(C)C2)CN(C)C1=O
    -14	-11	-37	3	-24	-14
COC1CCC(/C(C#N)=C/C2CCC(NC(C)=O)CC2)CC1 (centres undefined)
    22	4	5	1	26	1
Cc1cc2nc(CC(=O)c3ccccc3)c(CC(=O)c3ccccc3)nc2cc1C
    6	3	2	-6	-7	-1
CCCCCCCCSC#N
    2	8	-1	24	-4	-11
O=[N+]([O-])c1ccc(/C(=C/c2ccc(F)cc2)S(=O)(=O)c2ccccc2)o1
    8	37	39	-1	50	19
CN=CN(C)c1c2ccccc2nc2ccccc12
    10	6	-1	11	-5	-11

One compound at a time (already shown). Screens in order: yeast bub3	rad50	yeast mlh1 rad18	cln2 rad14	sgs1 mgt1	mec2-1
Profile of O=S(=O)(OCCOS(=O)(=O)c1ccccc1)c1ccccc1 = -9	32	51	-28	-1	1
Profile of CC(C)n1c2c([n+](C)c1/C=C/c1ccccc1)C(=O)c1ccccc1C2=O = 50	.	.	89*	90*	.
Profile of O=[N+]([O-])c1cc(Cl)ccc1S(=O)(=O)O = 3	4	20	19	9	5

Returning to the listing with the five entries that preceded the break.
Below each compound: yeast bub3	rad50	yeast mlh1 rad18	cln2 rad14	sgs1 mgt1	mec2-1
COC1CCC(/C(C#N)=C/C2CCC(NC(C)=O)CC2)CC1 (centres undefined)
    22	4	5	1	26	1
Cc1cc2nc(CC(=O)c3ccccc3)c(CC(=O)c3ccccc3)nc2cc1C
    6	3	2	-6	-7	-1
CCCCCCCCSC#N
    2	8	-1	24	-4	-11
O=[N+]([O-])c1ccc(/C(=C/c2ccc(F)cc2)S(=O)(=O)c2ccccc2)o1
    8	37	39	-1	50	19
CN=CN(C)c1c2ccccc2nc2ccccc12
    10	6	-1	11	-5	-11
CCOC(=O)C(=CNC(=S)N=Nc1c(O)[nH]c2ccccc12)C(=O)OCC
    -37	-58	-26	3	-45	-69
COc1ccc(Cc2n[nH]c(=S)n2-c2cc(C)ccc2C)cc1OC
    30	23	28	22	26	8
CCOC(=O)CCC(NC(=O)c1ccc(N=Cc2nc3ccccc3nc2-c2ccccc2)cc1)C(=O)OCC (centres undefined)
    12	4	-8	14	7	1
O=C(NCN1CCOCC1)Nc1ccc(Cl)cc1
    9	-13	-3	-22	-5	8
O=C1c2ccccc2C(O)(c2ccccc2)c2c(Cl)cccc21 (centres undefined)
    80*	83*	97*	75*	81*	91*
COc1ccc(OC)c(NC(=O)CCCC(=O)C(C#N)c2nc3ccccc3s2)c1 (centres undefined)
    -5	9	22	-28	-7	10
O=C1CCCC(=O)N1n1c(Cc2ccc(Cl)cc2)n[nH]c1=O
    -20	-32	-2	8	1	-12
COc1cc(-c2cc(=O)c3c(O)c(OC)c(OC)cc3o2)ccc1O
    -37	-34	-42	-22	-28	-40
Oc1ccc(N2CCOCC2)cc1
    26	0	8	-32	3	17
CCCCCCCCCCCCS(=O)(=O)CC(=O)O
    29	-9	9	-84	8	8
CC1=CC(=O)/C(=C/n2c(=S)[nH]c3ccc([N+](=O)[O-])cc32)C(=O)O1
    7	2	-46	7	-10	-45
O=c1[nH]cc(COCCCO)c(=O)[nH]1
    -6	-10	1	0	-8	-11
CC(N)(Cc1ccccc1)C(=O)O (centres undefined)
    34&-9	33&-39	32&0	-26&-11	15&-15	41&-19
CCOC(=O)/C(Cc1nc2ccccc2[nH]c1=O)=N\O
    -4	0	8	50	6	10
c1ccc(N2N=NC3C4CC(C5COCC54)C32)cc1 (centres undefined)
    1	5	-9	-9	-25	-7
CN(C)Cc1cc(C=O)cc(CN(C)C)c1O
    11	10	6	13	-29	5
CCOC(CCCl)c1ccc(Cl)cc1 (centres undefined)
    -15	-4	15	11	23	18
CCc1cccc(CC)c1NC(=O)C(C#N)C1=C(Cl)C(=O)c2ccccc2C1=O (centres undefined)
    92*	90*	90*	91*	90*	93*
C(=C\c1cccc2ccccc12)/c1ccccc1
    -7	-10	-22	-8	-18	-15
Cc1ccc(C)c2c(CC(=O)O)c[nH]c12
    6	-4	-2	-16	-6	-11
CC1(C)CC(=O)C=C(NCCCCCCNC2=CC(=O)CC(C)(C)C2)C1
    -3	-2	-8	4	1	-13
Nc1c(C(=O)c2ccccc2)ccc2c1C(=O)c1ccccc1C2=O
    12	-13	-18	-18	-14	-10
COc1cc(NCC(C#N)C#N)ccc1N=Nc1ccc(Cl)cc1
    80*	86*	83*	77*	85*	71*
CCOc1ccc(C(OC)OC)cc1[N+](=O)[O-]
    -1	-12	10	87*	-25	-7
COC(=O)c1ccccc1NC(=O)Nc1cccc(Cl)c1C
    18	14	17	12	25	-2
CCOC(=O)c1[nH]cc(C)c1-c1ccc2c(-c3ccccc3)nc3ccccc3n12
    41	45	69	39	60	64
O=C1CSC(c2ccccn2)N1CCN1C(=O)CSC1c1ccccn1 (centres undefined)
    -8	7	7	-4	-16	-1
CCCCCOC(=O)c1cccc2c1-c1ccccc1C2=O
    8	1	2	-8	8	-1
CCOC(=O)C/C(C)=N\NC(N)=O
    26	38	43	18	45	42
CCNc1nnc(CSc2nc(-c3ccccc3)c(-c3ccccc3)[nH]2)s1
    85*	79*	86*	75*	65	66
CC(C)COC(=O)COC(=O)OCCOCCOC(=O)OCC(=O)OCC(C)C
    26	37	9	-27	17	-9
CCCCNC(=S)SSSC(=S)NCCCC
    2	10	2	-44	5	7
O=C(/C=C/c1ccccc1)Nc1ccc([N+](=O)[O-])cc1Cl
    26	5	18	-2	12	11
O=Cc1ccc2cccnc2c1O
    40	29	63	33	60	33
CCN(CC)CCN(C(=O)c1ccc(F)cc1)c1ccccc1N
    4	-13	-24	-12	-24	-34
COC1(c2ccccc2)OC2OC(C)C(OC(=O)c3ccccc3)C(OC(=O)c3ccccc3)C2O1 (centres undefined)
    -1	-6	10	-18	-8	-2
CCCCCCC(C)OB(OC(C)CCCCCC)OC(C)CCCCCC (centres undefined)
    -41	-28	-1	14	-1	-49
CN(C)c1ccc(/C=C/c2ccnc3ccc(Cl)cc23)cc1
    22	23	34	6	32	22
CN1CCC2(C1)C1CC3CC(C1)CC2C3 (centres undefined)
    3	1	-9	-7	-8	-14
CCCCCCCCCCCCCCCCCC(=O)Nc1ccn(C2OC(CO)C(O)C2O)c(=O)n1 (centres undefined)
    82*	75*	83*	80*	68	84*
